TRb-SRC2 inh: qHTS for Inhibitors of the Interaction of Thyroid Hormone Receptor and Steroid Receptor Coregulator 2. Thyroid hormone receptor beta (Homo sapiens), P10828. TRbeta-SRC2 peptide binding, fluorescence polarization; receptor liganded with 1 µM T3. Potency, µM (titrated, usually from 106 µM), without a hit: at the highest dose activity change, negative = inhibition, most hits filed as inhibitors. hit rate 0.065% among 280,000;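 also: plate controls were bound peptide for no effect and peptide without receptor for full effect; nearly all actives have a fitted effect of over 50% in size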
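A fluorescence polarization screen tested compounds at multiple concentrations against complex formation between 0.6 uM TRb ligand-binding domain and 20 nM Texas Red SRC2 peptide, with 1 uM T3 present; readout after 5 hr.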
L3MBTL1 inh: qHTS Assay for the Inhibitors of L3MBTL1. AlphaScreen L3MBTL1–H3K9me1 peptide binding. AID 485360, 2010. Potency, µM (top dose mostly 57.1 µM), without a hit: top-dose activity, negative = inhibition, actives largely listed as inhibitors. hit rate 0.66% among 230,000; also: nearly all actives have a fitted effect of over 60% in size
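L3MBTL1 50 nM + b-AHA-H3(1-15)K9me1 75 nM, 30 min RT; compound added, 30 min RT; streptavidin donor/Ni-chelate acceptor beads 10 ug/mL each final, 30 min RT dark; AlphaScreen read.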
RGS12 GoLoco inh: qHTS Assay for Inhibitors of RGS12 GoLoco Motif Activity (Red Fluorophore). Potency, µM (series often up to 61.6 µM), for the others: at the top dose activity, negative = inhibition, usual class: inhibitors. AID 880, 2007. Guanine nucleotide-binding protein G(i) subunit alpha-1 (Homo sapiens), P63096. Gai1:RGS12 GoLoco peptide FP, rhodamine, 10 min. hit rate 0.44% among 230,000; active = well fitted inhibition curve with a large enough effect, not every such curve was filed as active; inactive = no such curve, though single readings can be large or run the other way; also: nearly all actives have a fitted effect of over 30% in size; many of its hits are not listed in these tables
Target sequence (P63096 whole entry, looked up): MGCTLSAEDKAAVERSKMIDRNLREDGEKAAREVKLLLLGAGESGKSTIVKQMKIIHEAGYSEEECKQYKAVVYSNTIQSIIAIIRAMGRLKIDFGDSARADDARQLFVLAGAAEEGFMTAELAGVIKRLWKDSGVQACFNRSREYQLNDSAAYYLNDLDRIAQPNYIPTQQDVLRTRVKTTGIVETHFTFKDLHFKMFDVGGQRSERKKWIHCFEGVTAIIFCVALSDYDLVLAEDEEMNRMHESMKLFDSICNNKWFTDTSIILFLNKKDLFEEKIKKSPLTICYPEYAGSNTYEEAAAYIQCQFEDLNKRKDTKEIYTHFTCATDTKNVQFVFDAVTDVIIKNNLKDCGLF
GAA glycogen: qHTS Assay for Inhibitors and Activators of Human alpha-Glucosidase Cleavage of Glycogen; Lysosomal alpha-glucosidase (Homo sapiens), P10253; recombinant GAA, glycogen substrate, Amplex Red glucose oxidase fluorescence; Potency, µM (highest dose often 76.4 µM), for inactives: at the highest dose activity change, negative = inhibition, usual class: inhibitors; hit rate 0.38% among 300,000;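 also: 0% = full enzyme reaction and -100% = no-enzyme basal signal; the screen sought inhibitors and activators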
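Recombinant human alpha-glucosidase (4 nM final) hydrolysed bovine liver glycogen (30 ug) for 40 min at 37 C in pH 5.0 citrate/phosphate with 0.01% Tween-20. Released glucose detected by glucose oxidase/Amplex Red, Ex 573/Em 610 nm. Compounds up to 77 uM; AC50 from Hill fits.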
GAA inhib: qHTS Assay for Inhibitors of Human alpha-Glucosidase as a Potential Chaperone Treatment of Pompe Disease. Lysosomal alpha-glucosidase (Homo sapiens), P10253. purified human GAA, 4-MU-alpha-glucoside fluorescence. Potency, µM (top dose mostly 76.9 µM), without a hit: top-dose activity change, negative = inhibition, usual class: inhibitors. hit rate 0.005% among 200,000. AID 1466, 2008;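 also: plate controls were uninhibited enzyme wells for no effect and no-enzyme background for full effect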
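Activity normalized between no-enzyme (basal) and enzyme-only wells. Conditions: 4 nM human enzyme, 400 uM fluorogenic substrate, citrate/phosphate pH 5.0 with Tween-20, 20 min room temperature, compounds up to 77 uM.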
aGlu spleen mod: qHTS Assay for Inhibitors and Activators of Human alpha-Glucosidase From Spleen Homogenate; Potency, µM (titrated, usually from 79.9 µM), without a hit: top-dose activity change, negative = inhibition, usual class: inhibitors; hit rate 0.006% among 240,000; AID 2112, 2009; human spleen homogenate, 4-MU-alpha-glucoside fluorescence; Lysosomal alpha-glucosidase (Homo sapiens), P10253;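 also: 0% = enzyme with vehicle and -100% = no enzyme basal signal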
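Compounds were titrated against alpha-glucosidase in spleen homogenate at pH 5.0, with 1 mM 4-methylumbelliferyl substrate for 40 min at 37 C. Reactions were quenched with pH 10 NaOH/glycine and fluorescence measured.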
RECQ1 inh: qHTS Assay for Inhibitors of RecQ-Like Dna Helicase 1 (RECQ1); hit rate 0.54% among 240,000; Potency, µM (titrated, usually from 57.3 µM), inactives show top-dose activity, negative = inhibition, actives largely listed as inhibitors; RECQ1 DNA unwinding, red fluorescence kinetic read; ATP-dependent DNA helicase Q1 (Homo sapiens), P46063;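 also: plate controls were vehicle for no effect and no enzyme for full effect; nearly all actives have a fitted effect of over 30% in size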
Target sequence (P46063 whole entry, looked up): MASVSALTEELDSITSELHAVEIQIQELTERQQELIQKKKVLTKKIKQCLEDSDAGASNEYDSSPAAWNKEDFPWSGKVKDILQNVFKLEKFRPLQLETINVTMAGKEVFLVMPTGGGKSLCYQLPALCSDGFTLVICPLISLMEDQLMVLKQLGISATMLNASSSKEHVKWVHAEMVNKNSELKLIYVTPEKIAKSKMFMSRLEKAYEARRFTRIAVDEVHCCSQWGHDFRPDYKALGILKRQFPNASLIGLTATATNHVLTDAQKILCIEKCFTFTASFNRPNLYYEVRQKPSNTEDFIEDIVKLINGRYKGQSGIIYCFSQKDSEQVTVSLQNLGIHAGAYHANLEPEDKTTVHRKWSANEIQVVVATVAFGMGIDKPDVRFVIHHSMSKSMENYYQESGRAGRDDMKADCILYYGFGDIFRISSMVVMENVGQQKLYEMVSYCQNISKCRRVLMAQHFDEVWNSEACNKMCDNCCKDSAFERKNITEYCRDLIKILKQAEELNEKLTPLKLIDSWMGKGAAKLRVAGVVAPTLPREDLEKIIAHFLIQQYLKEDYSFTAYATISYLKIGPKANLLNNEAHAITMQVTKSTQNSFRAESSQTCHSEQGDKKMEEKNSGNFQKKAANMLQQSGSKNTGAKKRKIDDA
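RECQ1T1 50 nM; forked duplex (20 bp + 30-nt ss tails) 200 nM, ATP 2 mM final; pH 8.0, 2 mM MgCl2, 2.5 ug/ml poly(dI-dC); 15 min compound preincubation; discontinuous kinetic read over 2 h at RT.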
TR SRC2 fluor cs: Total Fluorescence Counterscreen for Inhibitors of the Interaction of Thyroid Hormone Receptor and Steroid Receptor Coregulator 2; TRb/SRC2 Texas Red total fluorescence interference; AID 1479, 2009; hit rate 0.29% among 280,000; Potency, µM (series often up to 106 µM), for the others: at the highest dose fluorescence change, negative = quenching; active = well fitted curve in either direction with a large enough effect; inconclusive = small, poorly fitted or top-dose-only effect
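Flags fluorescent or light-absorbing compounds by total fluorescence, S + 2P, at 555 nm excitation and 632 nm emission. Mixture: 20 nM Texas Red SRC2 peptide, 0.6 uM human TRb LBD, 1 uM T3, 5% DMSO; compound exposure 5 h at ambient temperature.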
Active calls of the source: *; i = inactive; u = inconclusive; x = no result given; & = joins results of further samples; [ ] = dose if it differs, or a comment. Unless noted, calls follow the shape of the dose curve; as a rule, active = well fitted curve in the direction sought with a large enough effect; inconclusive = small, poorly fitted or top-dose-only effect, or another doubt; inactive = no such curve, though single readings can be large; an effect the other way counts as inactive or inconclusive. Unless noted, % is scaled to controls: 0 for no effect and ±100 for the full control effect; potency is read from the fitted curve at half-maximal effect. Not all compounds are listed (hit frequency here may not be typical).

mol,TRb-SRC2 inh,L3MBTL1 inh,RGS12 GoLoco inh,GAA glycogen,GAA inhib,aGlu spleen mod,RECQ1 inh,TR SRC2 fluor cs
COc1cc(/C=C2\SC(=S)N(Nc3ccccc3)C2=O)ccc1O,1%,u,331%[activator],-15%,-4%,-1%,-2%,1%
Cc1ccc(S(=O)(=O)Nc2ccc(S(=O)(=O)Nc3ncccn3)cc2)cc1,0%,3%,3%,-3%,-5%,-6%,-9%,1%
Cc1cc(C)n2ncc(C(=O)NCCc3ccccc3)c2n1,-14%,x,4%,5%,2%,-5%,2%,2%
COc1cc(C2NC(=O)NC(c3ccccc3)=C2C(C)=O)c(Cl)cc1OCC(=O)O (stereo unspecified),3%,7%,2%,1%,-3%,-1%,-10%,-2%
Fc1ccccc1/C=C1\CCCC2=C1NC(=S)NC2c1ccccc1F (stereo unspecified),-1%,-7%,6%,u,2%,5%,i,-2%
O=C(N1CCOCC1)N1CCN(C(=O)N(c2ccccc2)c2ccccc2)CC1,7%,x,1%,7%,0%,-1%,-5%,0%
Fc1cccc(/C=N/Nc2ccccn2)c1,-11%,4%,35%[activator],1%,-6%,-6%,-17%,-2%
CC1(C(=O)O)Oc2cccnc2NC1=O (stereo unspecified),-4%,-1%,-9%,-3%,-4%,x,1%,-2%
COc1cc(C2=NOC(C(=O)NCc3cccs3)C2)cc(OC)c1OC (stereo unspecified),0%,x,9%,20%,-5%,12%,10%,1%
N/C(=N\OC(=O)C12CC3CC(CC(C3)C1)C2)c1ccccc1,-3%,2%,13%,0%,-2%,1%,i,1%
Cc1cccc(NC(=S)N(CCN(C)C)Cc2cc3cc(C)ccc3[nH]c2=O)c1,3%,-21%,0%,1%,-7%,-6%,17%,-2%
C/C=C(\C)c1nnc(NC(=O)c2ccco2)s1,0%,8%[11.4 µM],0%,2%,-1%,-4%,-11%,0%
Cc1nc(NC2=NCN(Cc3ccccc3)CN2)nc2ccccc12,0%,-2%,1%,5%,1%,-27%,23%,-2%
CN(Cc1cccs1)C(=O)Cc1c[nH]c2ccccc12,-3%,-6%,-4%,14%,-13%,-11%,-4%,4%
CC(=O)[C@@H]1[C@@H](C)N(Cc2ccccc2)C(=O)N[C@H]1c1cccc(C(F)(F)F)c1,1%[11.2 µM],x,-3%[14.2 µM],1%,x,3%[17.4 µM],-5%[11.5 µM],-2%[11.2 µM]
N[C@H](Cc1ccc(O)cc1)C(=O)O,-11%&-3%,x,-1%&-15%,x,x,-6%&13%,-9%&-1%,-1%&1%
C/C(N)=C(/C#N)C(=O)COC(=O)[C@@H](NC(=O)c1ccccc1Cl)C(C)C,-10%,3%,3%,2%,-4%,-2%,-6%,0%
CN(CC(=O)Nc1ccc2c(c1)CCC2)CC(=O)Nc1ccccc1Br,-1%,x,-3%,-1%,-8%,4%,i,-1%
CCOC(=O)C(=O)NNc1ccccc1OC,5%,5%,11%,u,x,-6%,i,1%
CCc1ccc(OCCOCC(O)CNC(C)(C)C)cc1 (stereo unspecified),0%,12%,-14%,2%,1%,-3%,-6%,1%
CC1CCCCN1C(=O)c1ccccc1NC(=O)c1ccco1 (stereo unspecified),7%,x,3%,3%,0%,-3%,-1%,1%
Cc1ccc(CSCCNC(=O)CN(c2cccc([N+](=O)[O-])c2)S(C)(=O)=O)cc1,8%,-13%,3%,6%,-3%,-4%,i,-1%
O=C(COC(=O)CCCc1nc2ccccc2s1)NC(=O)NCc1ccco1,0%,-13%,2%,9%,-3%,1%,-7%,-6%
O=Cc1ccnc(-c2ccc(OC(=O)c3ccco3)cc2)n1,-4%,11%,0%,10%,1%,x,-10%,-2%
O=S(=O)(NCCSCc1c(Cl)cccc1Cl)c1ccc2c(c1)OCCO2,-2%,-6%,10%,-5%,-8%,-8%,-15%,0%

Next section; it opens with the two that closed the last part.
mol,TRb-SRC2 inh,L3MBTL1 inh,RGS12 GoLoco inh,GAA glycogen,GAA inhib,aGlu spleen mod,RECQ1 inh,TR SRC2 fluor cs
O=Cc1ccnc(-c2ccc(OC(=O)c3ccco3)cc2)n1,-4%,11%,0%,10%,1%,x,-10%,-2%
O=S(=O)(NCCSCc1c(Cl)cccc1Cl)c1ccc2c(c1)OCCO2,-2%,-6%,10%,-5%,-8%,-8%,-15%,0%
CN(CCc1ccccn1)C(=O)CCC1CCCN(C(=O)c2ccc3c(c2)OCCO3)C1 (stereo unspecified),-3%,12%,-5%,-1%,-4%,-2%,i,-4%
N=C(N)SCc1ccccn1,7%,-7%,-47%,-5%,2%,-1%,6%,2%
Cc1ccc(S(=O)(=O)c2c(COC(=O)c3ccc(Cl)cc3)c(-c3ccccc3)nn2C)cc1,0%,x,-1%,-2%,-1%,-5%,0%,-1%
CCn1nc(C)c(/C=N/NC(=O)Cn2nnc(N)n2)c1C,1%,-1%,-5%,5%,x,3%,-1%,0%
C=CCNCCOc1ccc(C(C)(C)c2ccccc2)cc1,0%[53 µM],5%,0%,5%,-1%,1%,5%,-2%[53 µM]
CC(=O)Nc1cccc(C(=O)/C=C/c2ccc(/C=C/C(=O)c3cccc(NC(C)=O)c3)cc2)c1,16%,3%,2%,-3%,3%,-6%,-29%,-7%
COc1cc(CCC(=O)N2CCN(S(=O)(=O)c3ccc(C)c(C)c3)CC2)cc(OC)c1OC,5%,2%,-13%,-6%,-6%,-16%,-2%,-4%
Cc1nc(-c2ccc(S(=O)(=O)N3CCCN(CCc4ccccc4)CC3)s2)cs1,-6%,-12%,-3%,-12%,x,5%,3%,0%
O=C(/C=C/c1nc2ccccc2s1)N1CCCCCC1,0%,x,12%,0%,-1%,1%,-3%,-2%
CN(C)S(=O)(=O)c1cccc(NC(=O)CSc2nc3c(cc2C#N)C(=O)CC(C)(C)C3)c1,-10%,8%,8%,-10%,1%,-24%,i,-1%
O=C(Nc1cccnc1Cl)c1ccc2c(Cl)c3c(nc2c1)CCC3,1%,x,6%,2%,-1%,-2%,-3%,-3%
CCCCC(=O)Oc1ccccc1C1SCc2cc(C)c(C)cc2CS1,4%,-3%,x,0%,4%,0%,-4%,-1%
C=CC[N+]1(CC=C)CCOCC1,-8%,2%,8%,19%,u,-1%,-7%,-1%
Cc1ccc(C(=O)Nc2nc3ccc(S(C)(=O)=O)cc3s2)s1,4%,1%,9%,0%,-2%,-4%,-1%,0%
COc1ccc(OC)c(N2CC(O)(c3cccs3)[N+]3=C2SCCC3)c1 (stereo unspecified),-1%,1%,-7%,-18%,-9%,-4%,-19%,-1%
CCNc1ccc(Br)cc(C(=O)/C=C/c2ccc(Cl)cc2)c1=O,-8%,-18%,32%[activator],10%,-1%,1%,32µM*,-7%
CCCCC1=CC2=C(c3ccco3)C(=O)C(C)(OC(=O)c3ccc(OC)cc3)C(=O)C2=CN1CC1CC1 (stereo unspecified),7%[11.2 µM],x,0%[14.2 µM],-3%,x,-7%[17.4 µM],-19%[11.5 µM],-3%[11.2 µM]
O=C(Cn1nnc2ccccc21)c1ccc(Br)cc1,-3%,x,10%,5%,x,2%,-15%,-2%
NC(=O)CN1CCN(C2CC(=O)N(CCc3ccccc3)C2=O)CC1 (stereo unspecified),3%,0%,-3%,5%,5%,6%,i,-2%
CCN1CCN(C(=O)c2cc3c(s2)-c2ccccc2S(=O)(=O)C3)CC1,2%,-1%,0%,3%,3%,2%,i,0%
Cc1csc(SCCn2c(Br)nc3c2c(=O)[nH]c(=O)n3C)n1,-5%,2%,13%,6%,-8%[15.4 µM],5%,-17%,-4%

As entered above.
`C=CCNCCOc1ccc(C(C)(C)c2ccccc2)cc1` in L3MBTL1 inh reads 5%
`O=C(Nc1cccnc1Cl)c1ccc2c(Cl)c3c(nc2c1)CCC3` in TR SRC2 fluor cs reads -3%

Of the compounds above, these contain fluorine.
mol,TRb-SRC2 inh,L3MBTL1 inh,RGS12 GoLoco inh,GAA glycogen,GAA inhib,aGlu spleen mod,RECQ1 inh,TR SRC2 fluor cs
Fc1ccccc1/C=C1\CCCC2=C1NC(=S)NC2c1ccccc1F (stereo unspecified),-1%,-7%,6%,u,2%,5%,i,-2%
Fc1cccc(/C=N/Nc2ccccn2)c1,-11%,4%,35%[activator],1%,-6%,-6%,-17%,-2%
CC(=O)[C@@H]1[C@@H](C)N(Cc2ccccc2)C(=O)N[C@H]1c1cccc(C(F)(F)F)c1,1%[11.2 µM],x,-3%[14.2 µM],1%,x,3%[17.4 µM],-5%[11.5 µM],-2%[11.2 µM]

Screening results (PubChem)
